# NCI-60 one-dose screen, 48 h, at 10 µM unless noted. Numbers give growth in % (100 = growth as untreated, 0 = no growth, -100 = all killed).
# OVCAR-5: OVCAR-5 ovarian cancer; 2.9% of 82,000 active
# OVCAR-4: OVCAR-4 ovarian cancer cells. 3.7% of 80,000 active
# DU-145: DU-145 prostate cancer. AID 1794760. 4.2% of 81,000 active
# OVCAR-8: OVCAR-8 ovarian cancer. 4.4% of 81,000 active
# OVCAR-3: OVCAR-3 ovarian cancer; 7% of 79,000 active
# PC-3: PC-3 prostate cancer cells. 3.9% of 80,000 active
# SK-OV-3: SK-OV-3 ovarian cancer cells | 3.2% of 80,000 active | AID 1794785
# IGROV1: IGROV1 ovarian cancer. AID 1794786. 4.7% of 79,000 active
# Active calls of the source: *; . = not tested or not shown; & = joins results of further samples. The calls were made as follows: active = growth percent below 10; inactive = the rest.
# Abbreviations – A = OVCAR-5; B = OVCAR-4; C = DU-145; D = OVCAR-8; E = OVCAR-3; F = PC-3; G = SK-OV-3; H = IGROV1
Molecule: O=c1oc2c(cnc3ccccc32)cc1-c1cccs1
  A: 108; B: 100; C: 113; D: 100; E: 119; F: 97; G: 106; H: 100

Molecule: O=C(NN=C1CCCCCC1)c1ccc(NC(=O)c2ccccn2)cc1
  A: 81; B: 99; C: 83; D: 91; E: 104; F: 75; G: 102; H: 90

Molecule: Cc1ccccc1-c1cc2ccccc2c(=O)o1
  A: 107; B: 111; C: 102; D: 97; E: 107; F: .; G: 116; H: 96

Molecule: CCC1CCN(CC)CC1
  A: 113; B: 97; C: 114; D: 96; E: 108; F: 113; G: 101; H: 104

Molecule: CCOCCN(Cc1ccc(CN(CCOCC)C(=O)C(Cl)Cl)cc1)C(=O)C(Cl)Cl
  A: 87; B: 96; C: 108; D: 98; E: 108; F: 85; G: 109; H: .

Molecule: CC/C=C(\CCC)C(C)(C#N)C(=O)OCC (stereo unspecified)
  A: 109; B: 102; C: 115; D: 102; E: 115; F: 114; G: 113; H: 121

Molecule: COc1cc(CNC(=O)/C=C/C=C/c2ccc3c(c2)OCO3)ccc1OCC(=O)NO
  A: 103; B: 111; C: 101; D: 93; E: 104; F: 99; G: 108; H: 96

Molecule: Cc1cccc(CSc2nc(N)nc3nc[nH]c23)n1
  A: 101; B: 108; C: 103; D: 101; E: 119; F: 98; G: 112; H: 104

Molecule: CC(C)C(=O)OCCCOCCCOc1ccccc1
  A: 102; B: 112; C: 109; D: 104; E: 113; F: 98; G: 109; H: 108

Molecule: COc1ccc(/C=C2\SC(=Nc3ccccc3)N(Cc3nc4ccccc4[nH]3)C2=O)c(OC)c1
  A: 110; B: 80; C: 96; D: 73; E: 88; F: 81; G: 92; H: 84

Molecule: N#CC(c1ccc(N)cc1)c1ccc(F)cc1 (stereo unspecified)
  A: 99; B: 98; C: 106; D: 97; E: 104; F: 92; G: 110; H: 98

Molecule: CC1CCCCC1CO (stereo unspecified)
  A: 104; B: 106; C: .; D: 106; E: 117; F: 100; G: 103; H: 112

Molecule: C=CCn1c(SCC(=O)Nc2ccc(C(=O)/C=C/c3ccc(Cl)cc3)cc2)nnc1-c1cc(-c2ccc(S(N)(=O)=O)cc2)nc2ccccc12
  A: 97; B: 90; C: 104; D: 56; E: 83; F: 72; G: 94; H: 88

Molecule: CC(C)c1ccc(/C=C(\C#N)c2cc3ccccc3[nH]2)cc1
  A: 76; B: 67; C: 94; D: 90; E: 89; F: 76; G: 89; H: 81

Molecule: COc1ccc2nc(Cl)c(-c3cc(-c4ccccc4)nc(=O)[nH]3)cc2c1
  A: 93; B: 85; C: 26; D: 11; E: 17; F: 49; G: 108; H: 78

Molecule: CSc1ccc(C(=NNS(=O)(=O)c2ccc(C)cc2)c2ccc(Cl)cc2)cc1
  A: 94; B: 102; C: 108; D: 100; E: .; F: 86; G: 111; H: 97

Molecule: COCCCNCC(=O)Nc1cccc(Cl)c1
  A: 101; B: 95; C: 102; D: 84; E: 106; F: 86; G: 90; H: 105

Molecule: CN(/N=C/c1ccc2c(c1)OCO2)C(=O)c1ccccc1N
  A: 105; B: 102; C: 130; D: 101; E: 117; F: 89; G: 111; H: 109

Molecule: COc1ccc(-c2cc(C(=O)N=Nc3c(O)[nH]c4ccc(F)cc34)c3ccccc3n2)cc1
  A: 89; B: 52; C: 75; D: 59; E: 59; F: 77; G: 101; H: 62

Molecule: c1ccc(-c2n[nH]c(-c3[nH]nc(-c4ccccc4)c3-c3ccccc3)c2-c2ccccc2)cc1
  A: 88; B: 105; C: 109; D: 89; E: 107; F: 86; G: 91; H: 97

# The last 3 entries of the part above come first, to join the parts:
# Abbreviations – A = OVCAR-5; B = OVCAR-4; C = DU-145; D = OVCAR-8; E = OVCAR-3; F = PC-3; G = SK-OV-3; H = IGROV1
Molecule: CN(/N=C/c1ccc2c(c1)OCO2)C(=O)c1ccccc1N
  A: 105; B: 102; C: 130; D: 101; E: 117; F: 89; G: 111; H: 109

Molecule: COc1ccc(-c2cc(C(=O)N=Nc3c(O)[nH]c4ccc(F)cc34)c3ccccc3n2)cc1
  A: 89; B: 52; C: 75; D: 59; E: 59; F: 77; G: 101; H: 62

Molecule: c1ccc(-c2n[nH]c(-c3[nH]nc(-c4ccccc4)c3-c3ccccc3)c2-c2ccccc2)cc1
  A: 88; B: 105; C: 109; D: 89; E: 107; F: 86; G: 91; H: 97

Molecule: CCN(CC)CCOC(=O)c1ccc([N+](=O)[O-])cc1
  A: 106; B: 104; C: 117; D: 98; E: 113; F: 95; G: 99; H: 102

Molecule: COc1cccc(/C=C2\Oc3cc(C)c(Cl)c(C)c3C2=O)c1
  A: 100; B: 88; C: 105; D: 96; E: 100; F: 74; G: .; H: 73

Molecule: Cc1cc2ccccc2c[n+]1CC[n+]1cc2ccccc2cc1C
  A: 110; B: .; C: 110; D: 106; E: 104; F: 99; G: 96; H: .

Molecule: N#Cc1ncc(Cl)c2ccccc12
  A: 98; B: 99; C: 111; D: 97; E: 110; F: 91; G: 97; H: 104

Molecule: COc1cc(C(=O)NNS(=O)(=O)c2ccccc2)cc(OC)c1OC
  A: 107; B: 109; C: 129; D: 114; E: 124; F: 114; G: 107; H: 107

Molecule: O=C(Cn1nnc2ccccc21)N/N=C/c1cc2ccccc2s1
  A: 96; B: 84; C: 104; D: 79; E: 74; F: 72; G: 86; H: 54

Molecule: O[C@H]1[C@H]2c3cc4c(cc3CN3CCC(=C[C@@H]1O)[C@H]23)OCO4
  A: 34; B: 17; C: 9.6*; D: 27; E: 34; F: 34; G: 22; H: 41

Molecule: CCN(CC)C(=O)N/C(N)=N/c1nc2ccccc2s1
  A: 72; B: 22; C: 49; D: 56; E: 68; F: 55; G: 72; H: 72

Molecule: COc1ccc(Cc2cnc(NC(=O)c3cc(C)oc3C)s2)cc1
  A: 54; B: 58; C: 41; D: 45; E: 15; F: 39; G: 49; H: 45

Molecule: CSc1nc(=O)[nH]nc1SCc1ccccc1
  A: 111; B: 106; C: 113; D: 107; E: 105; F: .; G: 95; H: .

Molecule: COc1ccc2oc(=O)cc(-c3nc4ccc(N)cc4[nH]3)c2c1
  A: 93; B: 96; C: 98; D: 90; E: 86; F: 81; G: 77; H: 77

Molecule: O=c1oc2ccccc2c2ccccc12
  A: 98; B: 99; C: 106; D: 102; E: 108; F: 102; G: 118; H: 110

Molecule: O=C(NCc1ccccc1)c1ccc(C(=O)NCc2ccccc2)cc1
  A: 96; B: 108; C: 104; D: 54; E: 100; F: 96; G: 67; H: 89

Molecule: Nc1c(Cl)cc(N=Nc2ccccc2)cc1Cl
  A: 32; B: .; C: 101; D: 104; E: 85; F: 96; G: 99; H: 13

Molecule: C=C(CBr)[C@@H]1CC[C@]2(C(N)=O)CC[C@]3(C)[C@H](CC[C@@H]4[C@@]5(C)CCC(=O)C(C)(C)[C@@H]5CC[C@]43C)[C@@H]12
  A: 70; B: 62; C: 90; D: 71; E: 72; F: 51; G: 85; H: 60

Molecule: CCOc1nc2c(N)ncnc2n1CC1CCOC1 (stereo unspecified)
  A: 102; B: 116; C: 135; D: 119; E: 90; F: 108; G: 112; H: 112

Molecule: O=C1SCN(Cc2ccccc2)CN1Cc1ccccc1
  A: 105; B: 109; C: 95; D: 91; E: 105; F: 86; G: 107; H: 97

Molecule: CC(C)Cc1ccc(C(=O)CCC(=O)NNc2ccc(S(N)(=O)=O)cc2)cc1
  A: 107; B: 71; C: 92; D: 74; E: 98; F: 81; G: 86; H: 98

Molecule: COc1ccc(C2NC(=O)C(C#N)c3c2sc2c(F)cccc32)c(OC)c1 (stereo unspecified)
  A: 99; B: 54; C: 90; D: 62; E: 14; F: 57; G: 51; H: 53

Molecule: Oc1cc(O)c(Br)cc1Br
  A: 107; B: 98; C: 107; D: 103; E: 110; F: 88; G: 107; H: 102

Molecule: CCC(=O)N1C/C(=C/c2ccc(Br)cc2)C(=O)/C(=C/c2ccc(Br)cc2)C1
  A: -23*; B: -0.3*; C: -65*; D: -7.1*; E: -63*; F: -43*; G: -31*; H: -68*

Molecule: Cc1ccc(-c2nnc(Cn3ccnc3)o2)cc1
  A: 90; B: 101; C: 111; D: .; E: 112; F: 81; G: 102; H: 92

Molecule: CCCCc1oc2ccccc2c1C(=O)c1ccc(O)cc1
  A: 84; B: 68; C: 101; D: 82; E: 94; F: 73; G: 94; H: 80

Molecule: COc1ccc(CCC(=O)c2ccccc2)cc1
  A: 112; B: 99; C: 103; D: 108; E: 100; F: 93; G: 106; H: 89

Molecule: Cc1ccc(C)c(Oc2c(/C=N/NC(=O)Cn3c(=O)sc4ccccc43)c(C)nn2-c2ccccc2)c1
  A: 80; B: 69; C: 94; D: 62; E: 72; F: 45; G: 77; H: 59

Molecule: CC1SC(=S)N(c2ccc(Cl)cc2)C1=O (stereo unspecified)
  A: 90&91; B: 91&97; C: 96&104; D: 101; E: 98&93; F: 74&98; G: 99&117; H: 92&128

Molecule: CC(=O)N1CCC23C(=O)CC4C(=CCOC5CC(=O)N(c6ccccc62)C3C54)C1 (stereo unspecified)
  A: 105; B: 103; C: 115; D: 98; E: 111; F: 101; G: 107; H: 112

Molecule: C[N+](C)(CCOC(c1ccccc1)c1ccccc1)CC(=O)c1ccccc1
  A: 97; B: 79; C: 108; D: 110; E: 108; F: 94; G: 110; H: 87

Molecule: Cc1ccc(C2=CSc3ccccc3N2)c(C)c1
  A: 89; B: 85; C: 111; D: 97; E: 110; F: 104; G: 97; H: 83

Molecule: CN(C)CCNC(=O)c1cccn2c(=O)c3cc4ccccc4cc3nc12
  A: 30; B: -3.2*; C: -3.1*; D: -9.5*; E: -15*; F: -17*; G: 20; H: 19

# Only PC-3 and OVCAR-5 (6 entries from above):
canonical_smiles | PC-3 | OVCAR-5
CCCCc1oc2ccccc2c1C(=O)c1ccc(O)cc1 | 73 | 84
COc1ccc(CCC(=O)c2ccccc2)cc1 | 93 | 112
Cc1ccc(C)c(Oc2c(/C=N/NC(=O)Cn3c(=O)sc4ccccc43)c(C)nn2-c2ccccc2)c1 | 45 | 80
CC1SC(=S)N(c2ccc(Cl)cc2)C1=O (stereo unspecified) | 74&98 | 90&91
CC(=O)N1CCC23C(=O)CC4C(=CCOC5CC(=O)N(c6ccccc62)C3C54)C1 (stereo unspecified) | 101 | 105
C[N+](C)(CCOC(c1ccccc1)c1ccccc1)CC(=O)c1ccccc1 | 94 | 97

# (listing goes on)
# Abbreviations – A = OVCAR-5; B = OVCAR-4; C = DU-145; D = OVCAR-8; E = OVCAR-3; F = PC-3; G = SK-OV-3; H = IGROV1
Molecule: N#CCCN(CCO)CCO
  A: 98; B: 103; C: 107; D: 96; E: 104; F: 94; G: 98; H: 118

Molecule: COc1ccc(Cn2cc(C(=O)N=Nc3c(O)[nH]c4c(F)cccc34)nn2)cc1
  A: 95; B: 61; C: 102; D: 85; E: 111; F: 83; G: 102; H: 91

Molecule: Clc1ccc(/C=C/c2nc(Nc3ccc(Cl)cc3)c3ccccc3n2)cc1
  A: 106; B: 112; C: 118; D: 102; E: 106; F: 99; G: 97; H: 78

Molecule: Oc1c(I)cc(-c2nc3ccccc3s2)cc1CN(Cc1ccccn1)Cc1ccccn1
  A: 50; B: 32; C: 28; D: 11; E: 31; F: 28; G: 18; H: 6.0*

Molecule: COc1cc(C2OC3=C(CCCC3)C3(C#N)C(=O)NC(=N)C23C#N)ccc1O (stereo unspecified)
  A: 107; B: 107; C: 105; D: 108; E: 100; F: 102; G: 108; H: 95

Molecule: CCCCCC(=O)N1c2ccccc2NC2=C(C(=O)CC(c3ccc(OC)c(OC)c3)C2)C1c1ccc(C(F)(F)F)cc1 (stereo unspecified)
  A: 103; B: 42; C: 85; D: 47; E: 33; F: 16; G: 84; H: 63

Molecule: Nc1ncnc2c1cnn2C1CCCCC1
  A: 98; B: 101; C: 111; D: 96; E: 114; F: 102; G: 104; H: 84

Molecule: O=C1C(N2CCNCC2)=C(I)C(=O)c2ncccc21
  A: 109; B: 89; C: 88; D: 85; E: 87; F: 81; G: 90; H: 82

Molecule: Nc1nc(-c2cccc([N+](=O)[O-])c2)c(N=Nc2ccccc2Cl)s1
  A: 94; B: 63; C: 53; D: 57; E: .; F: 65; G: 99; H: 75

Molecule: COc1ccc(-c2cc(-c3cc(OC)c(OC)c(OC)c3)c(C#N)c(=O)n2CCCCC(=O)Nc2ccccc2N)cc1
  A: 109; B: 87; C: 93; D: 90; E: 96; F: 84; G: 109; H: 90

Molecule: Cn1cc(-c2nn3c(=O)cc(-c4ccsc4)nc3s2)c2ccccc21
  A: 103; B: 103; C: 101; D: 99; E: .; F: 97; G: 121; H: 104

Molecule: Cc1cc(N)nc(N)n1
  A: 114; B: 115; C: 108; D: 105; E: 115; F: 116; G: 107; H: 109

Molecule: COc1ccc(C2=NN(C(C)=O)C(c3ccc(C)s3)C2)cc1 (stereo unspecified)
  A: 95; B: .; C: 126; D: 95; E: 117; F: 83; G: 110; H: 78

# Compound activity deposited in PubChem BioAssay by NCI.
